Screening data (PubChem)
CAL-PDZ inh HTS: untagged CAL PDZ binding inhibitors, primary screen, biochemical, fluorescence polarization, HTS. Golgi-associated PDZ and coiled-coil motif-containing protein (Homo sapiens), Q9HD26. purified CAL PDZ, TMR-peptide fluorescence polarization, 1 h. inhibition, % at 24.9 µM. 300,000 tested, 0.92% active;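 active = mean inhibition of at least 30% with at least half of replicates also reaching 30%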;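 also: 0% = DMSO neutral control and 100% = excess unlabeled competitor peptide PRC23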
Cardiac RTF inh: cardiac RTF calcium sensitivity inhibitors, primary screen, biochemical, IANBD-TnC fluorescence, EC70 calcium; Troponin I, cardiac muscle (Homo sapiens) + Troponin T, cardiac muscle (Homo sapiens) + …; IANBD-labeled cardiac RTF, Ca2+ fluorescence; inhibition, % at 7.15 µM; 340,000 tested, 0.12% active; AID 493244, 2011;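 active = inhibition above the mean inhibition of all tested compounds plus 3 SD, cut at about 17% in these data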;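 also: assay run at fixed EC70 calcium of 1.6 mM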
MOR-DOR inv ag: inverse agonists of MOR-DOR heterodimerization, primary screen, cell-based, luminescence; inhibition, % at 9.3 µM; cell-based MOR-DOR heterodimer luminescence, inverse agonism; 340,000 tested, 0.21% active; Mu-type opioid receptor (Homo sapiens) + Delta-type opioid receptor (Homo sapiens), …; in the data active = inhibition above about 22%, passing the limit was not always enough;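 also: 0% = cells with DMSO and 100% = wells without cells with DMSO; values of inactives mirror those of a sister screen read the other way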
C-LANA FP: inhibitors of KSHV C-LANA binding to DNA, primary screen, biochemical, fluorescence polarization, FAM-LBS DNA, MBP-C-LANA, single point; Kaposi's sarcoma herpesvirus LANA C-terminal domain (residues 932-1162) DNA binding; inhibition, % at 9 µM; 340,000 tested, 0.078% active;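 active = highest replicate inhibition at or above 60% at 9 µM, even if other replicates fall short; inactive = all replicates below 60% inhibition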;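 also: 0% = neutral control wells and 100% = 4 µM acridine orange control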
HTR5A ag: HTR5A agonists in luminescence cell assay, primary screen, counter-screen for OPRM1-OPRD1 heterodimer agonist project, full-deck HTS; cell-based; activation, % at 9.3 µM; 340,000 tested, 0.61% active; in the data active = activation mostly above about 9.5%, no sharp cut-off; inactive = mostly below about 7.6%;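 also: 0% = cells with vehicle only and 100% = reference agonist; strong numbers were not always called active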
Target sequence (P47898 whole entry, looked up): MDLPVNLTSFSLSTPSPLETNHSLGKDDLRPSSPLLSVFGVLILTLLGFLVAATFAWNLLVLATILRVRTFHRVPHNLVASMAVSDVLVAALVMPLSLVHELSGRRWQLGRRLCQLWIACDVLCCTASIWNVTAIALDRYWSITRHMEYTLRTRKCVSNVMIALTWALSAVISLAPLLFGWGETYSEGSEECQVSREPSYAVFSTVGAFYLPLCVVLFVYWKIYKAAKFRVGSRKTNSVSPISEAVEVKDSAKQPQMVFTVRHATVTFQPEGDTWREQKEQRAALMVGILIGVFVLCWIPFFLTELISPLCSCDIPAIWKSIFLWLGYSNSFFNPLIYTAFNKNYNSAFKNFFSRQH
HTR5A inv ctr: HTR5A inverse agonists in luminescence cell assay, primary screen, counter-screen for OPRM1-OPRD1 heterodimer inverse agonist project, full-deck HTS. 5-hydroxytryptamine receptor 5A (Homo sapiens), P47898. HTR5A cell line, inverse agonism. inhibition, % at 9.3 µM. 340,000 tested, 0.083% active; in the data active = inhibition mostly above about 23%, no sharp cut-off; inactive = mostly below about 18%;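 also: 0% = cells with DMSO and 100% = no-cell wells with DMSO; some compounds called inactive have numbers as strong as hits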
V-ATPase pHluor: regulators of yeast V-ATPase proton pumping, primary screen, pHLuorin cytosolic pH fluorescence | S. cerevisiae | response, % at 10 µM | 350,000 tested, 0.37% active; in the data active = response mostly above about 7.3%, no sharp cut-off; inactive = mostly below about 5.4%; also: actives read high; inactives centre near 0; some compounds called inactive have numbers as strong as hits; reference of the scale not given here
OPRM1-OPRD1 ag: agonists of OPRM1-OPRD1 heterodimerization, primary screen, cell-based, luminescence. Mu-type opioid receptor (Homo sapiens) + Delta-type opioid receptor (Homo sapiens), …. cells. activation, % at 9.3 µM. 340,000 tested, 0.3% active. AID 504326, 2011; in the data active = activation above about 18%;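 also: 0% = vehicle-treated cells and 100% = reference agonist; values of inactives mirror those of a sister screen read the other way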
cardiac RTF act: cardiac RTF calcium sensitivity activators, primary screen, biochemical, IANBD-TnC fluorescence, EC20 calcium. Troponin I, cardiac muscle (Homo sapiens) + Troponin T, cardiac muscle (Homo sapiens) + …. IANBD-labeled TnC RTF fluorescence at EC20 calcium; 0% EC20 calcium, 100% full calcium. activation, % at 7.2 µM. 340,000 tested, 0.24% active. AID 493008, 2010;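 active = activation above the mean over all tested compounds plus 3 SD, cut at about 30% in these data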;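 also: rise in fluorescence read as greater calcium sensitivity of cardiac thin filaments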
Keap1-Nrf2 PPI: Keap1-Nrf2 protein-protein interaction inhibitors, primary screen, biochemical, fluorescence polarization, single point | Kelch-like ECH-associated protein 1 (Homo sapiens), Q14145 | Keap1 Kelch-Nrf2 peptide fluorescence polarization, 1536-well | inhibition, % at 9.4 µM | 340,000 tested, 0.15% active | AID 504523, 2011; in the data active = inhibition above about 12%;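 also: human Keap1 Kelch domain with fluorescein labeled Nrf2 9mer peptide probe; 0% = neutral control wells and 100% = peptide positive control; higher means more block of Keap1 binding to Nrf2 peptide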
Target sequence (Q14145 whole entry, looked up, the tested form may be a part): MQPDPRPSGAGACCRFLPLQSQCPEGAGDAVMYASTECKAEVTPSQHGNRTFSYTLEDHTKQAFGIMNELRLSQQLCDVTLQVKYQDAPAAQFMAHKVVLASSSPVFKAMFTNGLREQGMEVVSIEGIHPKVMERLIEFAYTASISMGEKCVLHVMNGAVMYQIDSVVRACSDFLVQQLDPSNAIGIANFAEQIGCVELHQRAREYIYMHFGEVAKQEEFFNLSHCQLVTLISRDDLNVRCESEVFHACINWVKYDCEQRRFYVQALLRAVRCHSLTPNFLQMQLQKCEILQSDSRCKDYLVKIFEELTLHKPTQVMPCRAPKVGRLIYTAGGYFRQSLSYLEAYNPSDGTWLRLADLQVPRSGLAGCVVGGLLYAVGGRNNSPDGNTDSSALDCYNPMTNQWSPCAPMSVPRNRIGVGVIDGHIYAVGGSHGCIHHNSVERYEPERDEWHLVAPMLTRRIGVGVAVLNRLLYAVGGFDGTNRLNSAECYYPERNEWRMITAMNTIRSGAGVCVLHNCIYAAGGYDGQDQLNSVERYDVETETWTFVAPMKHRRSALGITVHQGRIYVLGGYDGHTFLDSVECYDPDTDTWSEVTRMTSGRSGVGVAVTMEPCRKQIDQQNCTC
* marks the source's active call; other numbers are inactive results; x = not tested or not shown.

SMILES	CAL-PDZ inh HTS	Cardiac RTF inh	MOR-DOR inv ag	C-LANA FP	HTR5A ag	HTR5A inv ctr	V-ATPase pHluor	OPRM1-OPRD1 ag	cardiac RTF act	Keap1-Nrf2 PPI
CC(=O)c1ccc(N2CCN(S(=O)(=O)c3ccc4ccccc4c3)CC2)cc1	-4	-7	-10	4.7	3	-9	1	2.5	-1	-3
O=C1CC(=O)Nc2cc(S(=O)(=O)Nc3ccc(F)cc3Cl)ccc2N1	x	-5	10	-0.9	-3	10	3	-1.9	-2	2
CCCOc1cccc(C(=O)Nc2cccc3ncccc23)c1	2	-2	-7	1.3	5	16	2	1.2	-1	-4
CCOc1ccc(NC(=O)CSc2nnc(C3CC3)n2C)cc1S(=O)(=O)N1CCCCC1	-2	-7	2	0.9	-1	19	-7	-0.6	-1	-5
Cc1ccc(S(=O)(=O)CCc2nc3ccccc3[nH]2)cc1	5	-6	3	0.0	3	-9	3	-0.6	3	0
COc1ccc(C(=O)NNC(=O)Cn2nnc(-c3ccc(OC)c(OC)c3)n2)cc1	3	4	-10	-0.5	3	-9	2	1.4	-3	-4
CCC(C)n1cnc2c(=O)oc3ccccc3c21 (configuration not stated)	-1	-10	-11	0.0	3	-29	1	2.0	9	-7
COc1ccc(-c2cc(C(F)(F)F)n3nc(C)cc3n2)cc1	x	-10	-15	0.5	0	1	2	2.9	-4	5
Cc1ccc(C)c(OCC(=O)OCC(=O)Nc2c(C)nn(-c3ccccc3)c2C)c1	-4	5	0	-0.3	3	11	2	-0.1	5	-6
CCOC(=O)N1CCN(C(=O)C2CCN(c3ncnc4c3sc3cccc(F)c34)CC2)CC1	-14	5	-11	-1.3	5	-26	0	2.0	-2	-1
COCCNC(=O)c1c(CS(=O)(=O)c2ccccc2)noc1C(=O)NCc1ccccc1	-1	-12	10	-1.1	2	-4	-2	-1.7	17	1
Cc1ccc(NC(=O)CSc2nnc([C@@H]3CCCN3C(=O)OC(C)(C)C)o2)c(C)c1	-1	-10	-3	-1.0	2	-5	0	0.7	4	0
CCOc1ccc(NC(=O)C2C3C=CC4(CN(C(C(=O)OC)C(C)C)C(=O)C24)O3)cc1 (configuration not stated)	x	-2	10	-1.4	0	-1	-2	-1.9	0	-2
O=C(CCc1ccccc1)Nc1ccc2ccccc2n1	2	8	-6	0.6	-5	13	-7	0.8	-6	5
COc1ccc(CCNC(=O)CN(c2cc([N+](=O)[O-])ccc2OC)S(C)(=O)=O)cc1OC	-1	-2	-8	-3.1	0	0	7	1.4	0	3
CCn1c(CC(=O)Nc2ccc(C)c(Cl)c2)nnc1SCCOc1ccc(OC)cc1	x	2	-10	1.3	1	-37	-3	1.8	-5	-7
CCOC(=O)c1sc2nc(CC(=O)OC)nc(NCc3ccco3)c2c1C	-5	-23	-4	3.4	2	4	x	0.7	5	-3
O=C(Nc1ccc(NC(=S)NC(=O)c2cccs2)cc1)c1ccco1	4	-1	0	0.7	-4	10	3	0.0	2	4
Cc1ccc(NC(=S)/N=C(\N)Nc2nc(C)c3ccccc3n2)cc1C	-1	-10	-9	0.0	6	-21	-3	1.7	1	0
COc1ccc(CN(C(=O)c2ccco2)c2ccc(C)c(C)c2)cc1	31*	-4	-9	-0.4	-1	4	5	1.7	1	2
COc1cc(/C=N\NC(=O)C2CC3C=CC2C3)ccc1O (configuration not stated)	5	-3	21	0.0	3	-7	-1	-3.6	4	-5
CC(Sc1cccc[n+]1[O-])C(=O)NC1CCCCC1C (configuration not stated)	-4	-4	14	0.7	-4	11	1	-3.6	-7	-4
CC(=O)OCc1nc2ccccc2s1	-1	-11	-9	-0.5	4	-16	15	1.6	13	-6
OCC(O)C1OC(Nc2ccc(Cl)cc2)C(O)C1O (configuration not stated)	6	-2	14	0.2	1	9	0	-2.7	3	-3
Cc1cccc(NC(=O)CSc2ncnc3c2oc2ccccc23)c1	x	-6	9	-0.5	-1	2	4	-1.6	-1	-3

10 structures out of the list, ordered by number of heavy atoms, lowest first.
SMILES	CAL-PDZ inh HTS	Cardiac RTF inh	MOR-DOR inv ag	C-LANA FP	HTR5A ag	HTR5A inv ctr	V-ATPase pHluor	OPRM1-OPRD1 ag	cardiac RTF act	Keap1-Nrf2 PPI
CCC(C)n1cnc2c(=O)oc3ccccc3c21 (configuration not stated)	-1	-10	-11	0.0	3	-29	1	2.0	9	-7
OCC(O)C1OC(Nc2ccc(Cl)cc2)C(O)C1O (configuration not stated)	6	-2	14	0.2	1	9	0	-2.7	3	-3
O=C(CCc1ccccc1)Nc1ccc2ccccc2n1	2	8	-6	0.6	-5	13	-7	0.8	-6	5
O=C(Nc1ccc(NC(=S)NC(=O)c2cccs2)cc1)c1ccco1	4	-1	0	0.7	-4	10	3	0.0	2	4
CCOC(=O)c1sc2nc(CC(=O)OC)nc(NCc3ccco3)c2c1C	-5	-23	-4	3.4	2	4	x	0.7	5	-3
CC(=O)c1ccc(N2CCN(S(=O)(=O)c3ccc4ccccc4c3)CC2)cc1	-4	-7	-10	4.7	3	-9	1	2.5	-1	-3
Cc1ccc(NC(=O)CSc2nnc([C@@H]3CCCN3C(=O)OC(C)(C)C)o2)c(C)c1	-1	-10	-3	-1.0	2	-5	0	0.7	4	0
CCOc1ccc(NC(=O)C2C3C=CC4(CN(C(C(=O)OC)C(C)C)C(=O)C24)O3)cc1 (configuration not stated)	x	-2	10	-1.4	0	-1	-2	-1.9	0	-2
COc1ccc(CCNC(=O)CN(c2cc([N+](=O)[O-])ccc2OC)S(C)(=O)=O)cc1OC	-1	-2	-8	-3.1	0	0	7	1.4	0	3
CCOC(=O)N1CCN(C(=O)C2CCN(c3ncnc4c3sc3cccc(F)c34)CC2)CC1	-14	5	-11	-1.3	5	-26	0	2.0	-2	-1

Some of the entries so far, in CSV form.
compound,CAL-PDZ inh HTS,Cardiac RTF inh,MOR-DOR inv ag,C-LANA FP,HTR5A ag,HTR5A inv ctr,V-ATPase pHluor,OPRM1-OPRD1 ag,cardiac RTF act,Keap1-Nrf2 PPI
CCOc1ccc(NC(=O)CSc2nnc(C3CC3)n2C)cc1S(=O)(=O)N1CCCCC1,-2,-7,2,0.9,-1,19,-7,-0.6,-1,-5
O=C(CCc1ccccc1)Nc1ccc2ccccc2n1,2,8,-6,0.6,-5,13,-7,0.8,-6,5

Later entries
SMILES	CAL-PDZ inh HTS	Cardiac RTF inh	MOR-DOR inv ag	C-LANA FP	HTR5A ag	HTR5A inv ctr	V-ATPase pHluor	OPRM1-OPRD1 ag	cardiac RTF act	Keap1-Nrf2 PPI
COc1ccccc1CNC(=O)c1cc(C(C)C)nc2ccccc12	23	-6	0	0.3	1	-3	-4	0.0	2	4
CC(c1ccccc1)N1CC(C(=O)N2CCN(c3ccc(F)cc3)CC2)CC1=O (configuration not stated)	-1	-4	-2	2.6	0	3	-6	0.4	-3	2
CC(C)(C)c1ccc(C(=O)Nc2cccnc2)cc1	-5	-11	5	0.3	-1	5	0	-1.1	-3	3
N#C/C(C(=O)NCc1ccccc1)=C1\SC(CCO)C(=O)N1c1ccccc1 (configuration not stated)	-5	-10	9	1.3	1	-4	-1	-1.7	-3	-4
CS(=O)(=O)N(CC(=O)N1CCN(c2ccc(F)cc2)CC1)C1CCCCC1	-1	4	19	0.0	0	7	1	-3.3	-9	0
OC(CNCC1(N2CCCCC2)CCCCC1)COc1ccc(Cl)cc1Cl (configuration not stated)	4	-7	-7	-0.4	0	-8	2	1.4	0	4
COc1ccc(-c2nc(CS(=O)CC(=O)NCc3ccccc3)c(C)o2)cc1OC (configuration not stated)	-4	1	10	-0.9	-2	-28	9	-2.0	5	-8
O=C(NNc1c2ccccc2nc2ccccc12)c1ccc(O)cc1O	-4	7	-11	-1.2	-3	7	-1	1.9	2	-4
CC(=O)Nc1cccc(N2C(=O)CCC2=O)c1	1	-2	4	3.5	-5	13	-1	-0.9	-7	-1
FC(F)(F)c1cc(C(F)(F)F)c2ccc(N3CCN(c4ccccc4)CC3)nc2n1	-5	-5	10	-1.9	5	7	5	-2.1	-1	-4
S=C(Nc1ccc(Oc2ccccc2)cc1)Nc1cccnc1	-5	-9	-33	-3.6	1	-3	5	7.0	0	2
COCCN(C(=O)CNC(=O)c1cccs1)C(C(=O)NC(C)(C)C)c1ccccc1 (configuration not stated)	-2	-1	18	1.2	-7	18	0	-3.4	6	-3
COCc1cc(CN2CCN(CCCc3ccccc3)C(CCO)C2)ccc1OC (configuration not stated)	0	-3	-2	-0.3	6	-9	-4	0.4	2	-3
COc1ccc(CN(C)C(=O)c2ccccc2Sc2ccccc2C#N)c(OC)c1	-4	-6	7	0.3	-3	16	2	-1.3	1	-7
COc1cc(Oc2nc(C(F)(F)F)nc3ccccc23)ccc1C=O	6	-19	-5	0.3	-4	14	-1	0.9	4	2
O=C(Nc1ccc(F)cc1)c1cccc(C(=O)Nc2ccc(F)cc2)c1	0	-4	-18	3.7	1	-3	1	4.0	-3	-4
Cc1cccc(N2C(=O)SC(SC(=Nc3ccccc3)Nc3ccccc3)C2=O)c1 (configuration not stated)	-2	2	1	-3.0	10	-13	2	-0.2	7	4
CCOC(=O)C1CCC/C1=N\NC(=O)CN(c1cc(OC)ccc1OC)S(=O)(=O)c1ccccc1 (configuration not stated)	-4	-3	0	0.5	-5	11	0	-0.1	0	-5
CC(C)(C)N1C(=O)c2ccc(C(=O)Nc3cc(C(=O)O)cc(C(=O)O)c3)cc2C1=O	-6	0	17	1.0	0	0	-1	-3.8	-2	-10
O=C(CSc1oc(-c2cccs2)nc1S(=O)(=O)c1ccccc1)NC1CCCCC1	-4	3	9	-1.5	2	13	0	-1.7	9	-2
COc1cc(/C=C2\N=C(c3ccccc3)OC2=O)ccc1OC(C)=O	x	-6	18	0.4	-1	0	-2	-3.5	-4	-1
